Source: PubChem
CF NFkB block: blocks PAF-induced NF-kB reporter in cystic fibrosis cells; KKLEB NF-kB-GFP reporter, GFP fluorescence overnight; inhibition, % at 5 µM; 360,000 tested, 0.86% active;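 active = at least 50% inhibition at 5 µM, scaled per plate between neutral and stimulator controls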;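 also: PAF is a Pseudomonas aeruginosa culture filtrate used as stimulus; plate controls were PAF-stimulated DMSO wells for no effect and unstimulated DMSO wells for full effect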
aDG glyco up: alpha-DG glycosylation activation | Pro5-aDG cells, alpha-DG glycosylation AlphaScreen (IIH6); 0% Pro5, 100% B10-LARGE cell signal | activation, % at 10 µM | 360,000 tested, 0.22% active;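 active = activation of at least 8% versus controls, or a plate z-score of at least 8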;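 also: Pro5 are CHO cells carrying HIG-tagged alpha-DG that lacks glycosylation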
NR2E3 ag-1: NR2E3 (human) agonism; Q9Y5X4; GST-NR2E3/biotin-RetCOR TR-FRET, 1536-well; inhibition of corepressor binding, % at 4.78 µM; 320,000 tested, 0.12% active; AID 2300;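 active = percent inhibition above the cutoff of mean plus 3 SD of all tested compounds, set per screening campaign, cut at about 20% in these data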;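 also: 0% = DMSO wells and 100% = biotin wells as full block of FRET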
Target sequence (Q9Y5X4 whole entry, looked up): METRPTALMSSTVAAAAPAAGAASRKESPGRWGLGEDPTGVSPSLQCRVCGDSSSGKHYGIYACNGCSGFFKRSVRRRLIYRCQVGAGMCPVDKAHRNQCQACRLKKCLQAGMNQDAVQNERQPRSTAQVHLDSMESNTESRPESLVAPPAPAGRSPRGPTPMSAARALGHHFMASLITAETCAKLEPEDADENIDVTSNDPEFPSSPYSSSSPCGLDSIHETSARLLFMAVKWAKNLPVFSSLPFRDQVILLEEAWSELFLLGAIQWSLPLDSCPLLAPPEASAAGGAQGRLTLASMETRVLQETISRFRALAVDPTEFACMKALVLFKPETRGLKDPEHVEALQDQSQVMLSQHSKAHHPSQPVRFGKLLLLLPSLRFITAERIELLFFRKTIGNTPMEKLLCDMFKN
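Test system – NR2E3–RetCOR corepressor complex · Quantity – NR2E3 fusion 1.35 nM · Buffer or medium – Tris pH 7.5 · Incubation – Compound–protein incubation for 5 h at 4 °C · Technique – TR-FRET, Eu(K)-anti-GST donor, streptavidin-D2 acceptor, ex 340, em 617/671 nm · Evaluation – percent inhibition of 671/617 nm emission ratio versus biotin and DMSO controls · Plate – 1536-well format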
TWEAK-Fn14 inh: TWEAK-Fn14 signaling inhibition; TWEAK-stimulated Fn14 reporter cells, luciferase luminescence, 8 h; inhibition, % at 10 µM; 360,000 tested, 2% active; in the data active = inhibition above about 50%
Shn3 3UTR inh: Schnurri-3 reporter inhibition in Clone20 osteoblasts | Clone20 osteoblast Shn3 3'UTR firefly luciferase, 24 h | AID 588674 | inhibition, % at 12.5 µM | 360,000 tested, 0.52% active;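 active = mean inhibition of at least 75% with every replicate also reaching 75%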;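 also: 0% = median of neutral control wells and 100% = pilot-screen positive control compound; some compounds past the cut are filed as inactive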
Peg3 prom inh: inhibitors of Peg3 promoter; 360,000 tested, 1.7% active; HeLa PEG-Prom luciferase reporter, luminescence, overnight; AID 588405; inhibition, % at 20 µM;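 active = inhibition of at least 50% at 20 µM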
TRPM1 prom inh: reduces MITF-dependent TRPM1 promoter luciferase signal | SK-MEL-5 TRPM1 promoter luciferase, 24 h | inhibition, % at 12.5 µM | 330,000 tested, 0.83% active | AID 488899;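 active = mean inhibition across replicates of 60% or more, whatever share of single replicates reaches that level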; also: values of inactives mirror those of a sister screen read the other way
HIF-2a block: inhibitors of HIF-2a. 786-0 RCC cells HIF-2a reporter, luciferase luminescence, overnight. inhibition, % at 18.8 µM. 360,000 tested, 0.72% active. AID 624352;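 active = inhibition of the luminescence signal of 40% or more relative to plate controls, in a single-dose primary screen at 18.75 µM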
hiPSC survival: increases survival of single human iPS cells | hiPSC single-cell survival, ATPlite luminescence; 100% = ROCK inhibitor wells, 0% = DMSO | survival enhancement, % at 20 µM | 360,000 tested, 0.044% active | AID 602274; in the data active = survival enhancement above about 18%;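 also: cells exposed to compounds for 16 hours before the ATP read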
NR2E3 ag-2: human photoreceptor-specific nuclear receptor agonism. CHO-S Gal4-NCOR/VP16-NR2E3 two-hybrid, luciferase. inhibition of corepressor binding, % at 3.98 µM. 360,000 tested, 0.35% active. AID 602229;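 active = inhibition above the mean of all tested compounds plus 3 SD, cut at about 70% in these data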;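 also: 0% = DMSO with NR2E3 transfected cells and 100% = cells lacking NR2E3 construct; higher means lower luciferase signal from less NR2E3 corepressor binding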
KKLEB tox: CF airway cell cytotoxicity counter-screen. KKLEB CF airway cells viability, ATPlite luminescence, overnight; hits give low values; cells stimulated with P. aeruginosa culture filtrate. activity change (cytotoxicity), % at 5 µM. 360,000 tested, 0.36% active;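 active = corrected activity change at or below -50% at 5 µM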
Numbers without * were called inactive; nt = no result given.

SMILES	CF NFkB block	aDG glyco up	NR2E3 ag-1	TWEAK-Fn14 inh	Shn3 3UTR inh	Peg3 prom inh	TRPM1 prom inh	HIF-2a block	hiPSC survival	NR2E3 ag-2	KKLEB tox
CCOC(=O)[C@H]1[C@H]2COc3ccc(C)cc3[C@@H]2N2C(=O)CN(C)C(=O)[C@@]12C	-9	0.2	nt	-15	-4	-6	5	2	-1.4	-7	10
C/C=C(\C)CN1CCC(n2nccc2NC(=O)CCCc2ccccc2)CC1	6	-0.2	nt	3	4	12	-7	2	-0.2	-4	-5
Cc1ccc2[nH]c(=O)c(CN(CCc3ccccc3)C(c3nnnn3Cc3ccco3)C(C)C)cc2c1 (stereo not given)	5	0.2	0	11	-25	30	8	26	1.3	-25	-2
CN=c1scc(C)n1/N=C/c1cc(Br)c(O)c(Br)c1	16	-0.2	-5	-23	2	-14	2	-37	0.4	-23	-10
S=C(c1ccc(-c2ccc(Br)cc2)o1)N1CCCCC1	9	-0.3	-1	-10	-82	-324	-69	-307	-0.6	-80	-10
O=C(CSc1ccccc1)NCCCc1ccccc1	17	-0.1	7	-4	-39	-15	-22	-35	-0.4	-21	-18
CN(C)C(=O)CCc1ccc2c3c([nH]c2c1)[C@]1(CCc2ccccc2)[C@@H](C(=O)N2CCCCC2)C[C@H](CC(=O)NCCCn2ccnc2)C(=O)N1CC3	-9	0.0	nt	-8	-47	2	8	5	0.6	-13	7
Nc1nonc1-n1nnc(C(=O)N/N=C/c2ccc(O)cc2)c1COc1ccc(F)cc1	-1	0.2	1	-23	3	-2	4	18	-0.4	-33	0
CCOC(=O)C1(Cc2ccccc2C)CCCN(C(=O)c2cc(C3CC3)[nH]n2)C1 (stereo not given)	0	0.6	4	-2	23	9	9	-5	-0.3	3	-3
CC(=O)Nc1ccc(S(=O)(=O)N[C@@H](C)C(=O)Nc2ccc(N3CCOCC3)cc2)cc1	-25	0.2	2	16	0	-2	-6	12	-1.7	2	5
CC(NC(=O)C(=O)N1CCCCC1)C(c1cccs1)N1CCN(c2ccccc2F)CC1 (stereo not given)	-12	0.0	4	1	27	15	-2	11	-0.6	-6	4
O=C(COC(=O)CCC1CCCC1)Nc1ccccc1Sc1ccccc1	-1	-0.3	2	12	6	-5	-12	-1	-0.1	2	-1
C[C@H]1CN([C@@H](C)CO)C(=O)CCCn2nncc2CO[C@H]1CN(C)S(=O)(=O)c1ccc(Oc2ccccc2)nc1	3	0.0	nt	-12	-9	-5	nt	0	0.6	-1	-3
CCOC(=O)N1CCN(C2CC(=O)N(c3ccc(F)cc3)C2=O)CC1 (stereo not given)	5	-0.1	0	-2	10	-6	-7	11	-1.5	-7	-2
Cc1cc(-c2ccc(F)cc2)nc2cc(C(N)=O)nn12	18	0.1	2	12	17	-8	9	1	0.0	-14	-1
Cc1ccc(-n2cc(CNC(C)c3cnn(C)c3C)c(-c3ccc(F)cc3)n2)cc1 (stereo not given)	-6	1.0	0	1	3	-7	18	-7	-0.6	-1	-2
O=C(c1ccccc1)N1CCN(C(=O)c2ccc([N+](=O)[O-])cc2)CC1	14	-0.1	0	10	5	10	-1	14	5.8	17	-1
O=C(CSc1ncnc2c1oc1ccccc12)NCc1ccco1	8	0.0	-1	-15	-24	4	-1	-34	-0.2	-23	-10
O=C(CCC1CCCN(c2ncccn2)C1)NCc1ccccc1F (stereo not given)	-6	-0.2	2	-20	12	6	17	28	0.9	-7	5
O=C1NCCc2onc(-c3ccc(Br)cc3)c21	-20	0.2	nt	-2	-24	-106	nt	-155	-2.6	-19	7
CCOc1ccc(N(C)Cc2cc(=O)oc3ccc(OCC)cc23)cc1	11	0.2	nt	-16	6	12	1	17	-0.5	10	0
CC1CCc2cc(F)ccc2N1C(=O)c1cnc2sccn2c1=O (stereo not given)	1	0.0	5	-14	9	11	-10	6	1.3	-35	-4
CC(=O)c1cccc(S(=O)(=O)N2CCC(n3nnc4cc(F)ccc43)CC2)c1	3	0.0	2	-2	4	6	2	20	-2.3	-14	-8
CCOc1cc(C(=O)NC)cc(OCC)c1OCC	1	-0.1	0	6	16	2	11	3	0.2	-17	-2
O=C1CCC(=O)c2ccc3c4c(ccc1c24)CC3	-27	0.1	nt	26	40	7	-2	19	6.5	12	-6
S=C(Nc1ccc(Cl)cc1)c1nc2ccccc2s1	-10	-0.2	0	1	-80	-200	-37	-184	-0.5	-41	-3
Cc1ccnc(SCC(=O)n2c3c(c4ccccc42)CC(C)CC3)n1 (stereo not given)	-9	-0.2	-1	-32	10	-21	-3	-15	-0.8	-3	3
CCCCC(=O)NNC(=O)c1c(O)c2ccccc2[nH]c1=O	-6	-0.1	-1	-11	-1	9	-1	11	-0.2	-8	15
Cc1ncc([N+](=O)[O-])n1CCO	-10	0.1	4	13	7	8	2	5	3.8	-11	-10
Cc1ccc(-n2c(SCC(=O)NC3CCCCC3)nc3c(c2=O)SCC3)cc1	-12	0.1	2	27	-5	-7	3	19	-0.4	-4	-1
O=C(NC(c1ccccc1)c1ccc2ccccc2n1)C1CCN(Cc2ccc(Cl)c(Cl)c2)CC1 (stereo not given)	-7	-0.1	nt	-5	30	-3	nt	3	-2.9	10	7
COC(=O)c1sc2nc(N3CCCCC3)c3c(c2c1N)CCCC3	17	-0.4	6	-1	8	-11	0	-1	0.0	-16	6
Cc1cc([N+](=O)[O-])ccc1NC(=O)C[n+]1ccc(N(C)C)cc1	8	0.0	-1	24	1	18	9	2	-0.1	-25	16
CC(=O)c1nn(-c2ccccc2)cc1C(=O)c1ccc(C)cc1	14	-0.1	0	-22	-23	13	nt	18	0.9	12	-10
C=CCN(C(=O)Cn1c(C(=O)OC)cc2oc(C)cc21)c1ccccc1	-12	-0.1	-1	4	29	3	5	-22	6.9	16	2
O=C(O)CC(Cn1cnnn1)c1ccccc1 (stereo not given)	-25	0.3	2	0	1	-4	0	-9	0.0	-16	1
O=C(c1ccccc1)c1cc[n+]([O-])cc1	-6	0.0	-1	2	9	13	-3	15	3.8	19	-10
CCCOc1ccc(NC(=O)CC2C(=O)N(CC)C(=S)N2CCNC(C)=O)cc1 (stereo not given)	8	-0.2	-4	17	-15	6	-5	22	1.6	17	-3
O=C(N/N=C/c1ccccn1)c1ccc(Cl)c(Cl)c1	-9	-0.2	-3	-72	20	-21	58	-66	-0.6	-42	5
Cn1cc(CN2CCN(CCO)CC2)c(-c2ccc(Oc3ccccc3)cc2)n1	-2	-0.1	5	3	15	9	1	13	0.5	-20	8

Reformatted with each value named: entries from further up
Cn1cc(CN2CCN(CCO)CC2)c(-c2ccc(Oc3ccccc3)cc2)n1
  CF NFkB block = -2
  aDG glyco up = -0.1
  NR2E3 ag-1 = 5
  TWEAK-Fn14 inh = 3
  Shn3 3UTR inh = 15
  Peg3 prom inh = 9
  TRPM1 prom inh = 1
  HIF-2a block = 13
  hiPSC survival = 0.5
  NR2E3 ag-2 = -20
  KKLEB tox = 8

CC1CCc2cc(F)ccc2N1C(=O)c1cnc2sccn2c1=O (stereo not given)
  CF NFkB block = 1
  aDG glyco up = 0.0
  NR2E3 ag-1 = 5
  TWEAK-Fn14 inh = -14
  Shn3 3UTR inh = 9
  Peg3 prom inh = 11
  TRPM1 prom inh = -10
  HIF-2a block = 6
  hiPSC survival = 1.3
  NR2E3 ag-2 = -35
  KKLEB tox = -4

Remaining list, next part.
SMILES	CF NFkB block	aDG glyco up	NR2E3 ag-1	TWEAK-Fn14 inh	Shn3 3UTR inh	Peg3 prom inh	TRPM1 prom inh	HIF-2a block	hiPSC survival	NR2E3 ag-2	KKLEB tox
COc1ccc(C(=O)NCc2cn3cccc(C)c3n2)cc1OC	2	0.0	2	19	-15	14	nt	17	-0.7	-13	-4
CC1CC(C)CN(S(=O)(=O)N2CCCC(C(=O)NCCc3ccc(Cl)cc3)C2)C1 (stereo not given)	2	-0.4	1	0	8	15	3	6	-0.3	-18	-1
O=C(NN1C(=O)/C(=C/C=C/c2ccccc2)SC1=S)c1ccncc1	-3	-0.1	4	7	-3	-7	-9	-18	-1.2	5	-15
CCC(C)NS(=O)(=O)c1ccc(OCC(=O)NCc2ccc3c(c2)OCO3)cc1 (stereo not given)	6	0.0	0	2	17	5	6	19	7.5	-11	-10
Cc1cccc(C(C(=O)NC2CCCC2)N(C(=O)c2csnn2)C2CCCC2)c1 (stereo not given)	3	0.0	3	18	-3	26	3	7	-0.4	10	6
Cc1oc(-c2cc(F)ccc2F)nc1CN1CCN(c2cnccn2)CC1	2	0.4	2	-5	5	11	9	11	-1.2	-16	-9
O=C(c1ccc2nc(N3CCCCC3)sc2c1)N1CCN(Cc2ccc3c(c2)OCO3)CC1	14	0.0	3	11	20	-35	nt	-28	-2.0	-75	-9
C=CCNc1ncnc2c1ncn2[C@H]1CN(CCOC)C[C@@H](CO)O1	1	-0.1	nt	2	-7	10	nt	6	-2.3	-7	-3
O=C(COC(=O)CC1CCCC1)Nc1ccc(Cl)cc1	-46	0.0	nt	-26	-1	17	4	2	1.2	-3	1
CC(C)(O)C#Cc1ccc(C(=O)N2CCN(c3ccc(F)cc3)CC2)cc1	11	-0.3	3	5	10	-10	8	12	-0.6	3	-2
OCC[C@@H]1C[C@@H](O)[C@H](O)[C@@]2(CCCCO2)O1	0	0.1	5	-8	-5	-5	4	-1	-1.8	12	-6
COc1ccc(CN2C[C@@H](CO)O[C@@H](n3cnc4c(NCCN(C)C)ncnc43)C2)cc1	8	0.0	nt	-35	-7	0	nt	9	-2.6	3	8
COC(=O)C1CN(C(=O)COc2ccc(Cl)c(C)c2)c2ccccc2O1 (stereo not given)	-10	0.0	2	-12	7	-26	1	22	-0.5	-29	6
CC(=O)c1ccc(OCC(=O)Nc2ccc(N3CCCCC3)cc2)cc1	12	-0.3	3	7	-5	-17	7	-28	-0.4	-4	-1
O=C(c1ccccc1)c1ccc(OCCCN2CCCC2)cc1	-3	0.1	1	0	-14	-37	-1	-31	0.8	13	7
C=CCNC(=O)NC(=O)COC(=O)c1ccccc1Sc1ccc(C(F)(F)F)cc1[N+](=O)[O-]	6	0.4	-1	1	29	26	17	21	-0.9	-9	-2
O=C(NNc1cccc(Cl)n1)c1ccccc1CC[N+](=O)[O-]	1	0.0	2	18	19	17	2	21	-3.6	-24	-4
Nc1nc2ccccc2[nH]1	-7	-0.1	nt	-8	0	6	-28	11	0.9	9	5
O=C(c1cc(-c2cccc(Cl)c2)on1)N1CCOCC1	7	0.0	1	-5	-115	-256	-101	-222	1.1	-100	5
Cc1ccn2c(CN(C)CCn3nc(C)cc3C)c(C(=O)N3CCCCCC3)nc2c1	-1	-0.1	1	9	5	20	-3	9	-1.2	-14	-2
Cc1cccc(/C(N)=N/OC(=O)COc2ccc(Cl)c(C)c2)c1	6	-0.1	0	-4	-7	-46	0	-31	-1.0	-33	-12
OC1CCCN(Cc2ccc3ccc4cccc5ccc2c3c45)C1 (stereo not given)	-21	0.4	2	-29	9	28	-1	10	-1.3	-70	-11
COc1ccc2nc(Nc3ccccc3OC)sc2c1	-4	-0.3	-2	32	-58	-271	-52	-191	-0.7	-101	-31
COC(=O)CCC(C)C1CCC2C3C(OC(C)=O)CC4CC(O)CCC4(C)C3CC(O)C12C (stereo not given)	9	0.1	nt	2	9	8	nt	11	-0.1	-18	0

No enrichment for hits; overall some 4.4% were active at least once.
